High-throughput results (PubChem BioAssay)
RAM network inh: inhibitors of the yeast RAM network. S. cerevisiae dse1pr::URA3 reporter, 5-FOA growth OD615, 2 d; analog-sensitive cbk1-as2 kinase mutant strain. inhibition, % at 50 µM. actives 1.8% (n = 190,000);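 active = inhibition above a set limit, 3 SD over mean compound inhibition, cut at about 8.4% in these data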;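 also: 0% = DMSO-only wells with no growth and 100% = 10 µM 1-NA-PP1 full growth; inhibition rescues growth on 5-FOA so higher OD means more RAM inhibition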
Lmaj promast: reduces viability of Leishmania major promastigotes. resazurin fluorescence viability. inhibition, % at 10 µM. actives 9% (n = 200,000);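 also: promastigotes grown with compound for 44 hours at 28 °C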
G6PDH CS: inhibits Leuconostoc G6PDH, flagging false hits in G6PDH-based assays; Purified L. mesenteroides G6PDH, diaphorase/resazurin coupled fluorescence, 45 min; inhibition, % at 5 µM; actives 0.12% (n = 200,000); AID 1020
Diaphorase inh: diaphorase inhibition or chemical oxidation counter-screen; diaphorase resazurin-to-resorufin fluorescence, NADH, 16 min; bacterial (C. kluyveri) enzyme, not human; inhibition, % at 20 µM; actives 0.69% (n = 190,000); AID 1217;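 active = primary screen inhibition at 20 µM above a set limit, cut at about 50% in these data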;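 also: plate controls were DMSO with full reaction for no effect and wells lacking NADH for full effect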
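System: Diaphorase enzyme from Clostridium kluyveri | Amount: Enzyme working solution with 0.14 U/mL diaphorase | Benchmarks: No-NADH positive control and DMSO neutral control | Signal: Fluorescence of resorufin formed from resazurin, Ex 544/Em 590 nm | Schedule: 16-min room-temperature incubation before reading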
Diaph act CS: activates diaphorase or chemically reduces, flagging diaphorase assay artifacts; activation factor at 20 µM; Diaphorase/resazurin coupled assay, resorufin fluorescence, 16 min; active compounds read high; 1 = vehicle wells, 0 = NADH-free wells; actives 0.005% (n = 190,000);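 active = diaphorase activity raised at least twofold by the compound at 20 µM; inactive = activation factor below 2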
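Assay system: Purified diaphorase enzyme from Clostridium kluyveri | Amount: Enzyme 0.07 U/mL final | Dosing: Compound 20 µM once, DMSO 1% | Timing: 16 min reaction at room temperature | Detection: Fluorescence, excitation 544 nm and emission 590 nm | Evaluation: Higher resorufin formation from activation or reduction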
PMI act satM6P: increases human PMI activity with near-saturating mannose 6-phosphate | P34949 | coupled PMI enzyme assay, resazurin fluorescence, 20 min; active compounds read high; 1 = untreated enzyme, 0 = substrate-free blank | activation factor at 20 µM | actives 0.34% (n = 190,000) | AID 1216;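 active = activation factor of 2 or more at 20 µM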
Target sequence (P34949 whole entry, looked up): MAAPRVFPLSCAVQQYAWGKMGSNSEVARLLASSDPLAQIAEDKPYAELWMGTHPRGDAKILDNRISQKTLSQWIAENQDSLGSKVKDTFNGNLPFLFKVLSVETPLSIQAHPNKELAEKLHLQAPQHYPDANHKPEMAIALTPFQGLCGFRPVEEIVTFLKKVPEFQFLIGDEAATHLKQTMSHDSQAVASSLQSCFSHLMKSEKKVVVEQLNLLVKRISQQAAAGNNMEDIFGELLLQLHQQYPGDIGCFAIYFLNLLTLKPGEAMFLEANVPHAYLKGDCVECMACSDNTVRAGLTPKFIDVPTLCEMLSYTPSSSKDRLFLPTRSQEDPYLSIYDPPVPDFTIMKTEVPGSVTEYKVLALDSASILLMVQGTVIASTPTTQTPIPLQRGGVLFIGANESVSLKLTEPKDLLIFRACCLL
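Technique: Diaphorase-driven resazurin-to-resorufin fluorescence, excitation 544, emission 590 nm | Assay system: Human PMI in coupled enzyme assay | Times: Enzyme reaction with compound 20 min at room temperature | Medium: HEPES-buffered pH 7.4 with magnesium and detergent | Reagent: Mannose-6-phosphate 1.0 mM (near-saturating) plus 0.22 mM NADP+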
TLR4 MyD88 comp: blocks binding of human TLR4 to MyD88; O00206+Q99836; HeLa CL3-4 TLR4/MyD88 BLA complementation, FRET ratio; inhibition, % at 8.4 µM; actives 0.18% (n = 200,000); AID 861; in the data active = inhibition above about 25%;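 also: 0% = vehicle and 100% = reference inhibitor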
PMI activator: increases human mannose-6-phosphate isomerase activity; P34949; purified human PMI, coupled resazurin fluorescence, 20 min; active compounds read high; 1 = vehicle control, 0 substrate-free wells; actives 0.005% (n = 190,000); activation factor at 20 µM;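 active = activation factor of 2 or more at 20 µM, relative to plate controls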
Hsp70 act: Hsp70 transcriptional activation, primary screen; activation, % at 10 µM; HeLa Hsp70 promoter luciferase reporter, luminescence; scaled: vehicle 0, proteasome-inhibitor control 100%; actives 0.04% (n = 200,000);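 active = activation above the mean across all tested compounds plus 3 SD, cutoff set per campaign, cut at about 5.5% in these data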;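 also: 100% = MG132 at 30 µM as the positive control and 0% = DMSO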
S1P3 antagonist: blocks the human S1P3 receptor; Q99500; CHO S1P3 NFAT-BLA reporter, FRET fluorescence, antagonist mode; inhibition, % at 4.98 µM; actives 0.27% (n = 170,000);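 active = inhibition above the plate cutoff, the mean inhibition of test wells on that plate plus 3 SD, cut at about 28% in these data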;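 also: cells challenged with S1P at its EC80 of 0.8 µM; blue over green emission ratio from cleaved BLA substrate after 4 h stimulation; 0% = S1P-stimulated wells and 100% = unstimulated DMSO-only wells; some compounds past the cut are filed as inactive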
Target sequence (Q99500 whole entry, looked up): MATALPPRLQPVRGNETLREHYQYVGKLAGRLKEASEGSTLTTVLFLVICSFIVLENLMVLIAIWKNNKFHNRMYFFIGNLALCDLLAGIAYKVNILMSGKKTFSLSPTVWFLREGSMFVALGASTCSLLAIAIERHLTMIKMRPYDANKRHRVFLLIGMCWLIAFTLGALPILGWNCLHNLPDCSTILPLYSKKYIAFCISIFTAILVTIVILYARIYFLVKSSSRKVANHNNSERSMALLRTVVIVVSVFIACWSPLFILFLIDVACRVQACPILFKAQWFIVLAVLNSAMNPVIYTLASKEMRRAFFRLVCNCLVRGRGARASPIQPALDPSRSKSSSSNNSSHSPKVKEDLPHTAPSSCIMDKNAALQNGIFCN
DTT redox prof: compounds producing H2O2 with reducing agent – biochemical, NIH compound library profiling, artefact control for MLSCN library redox annotation, primary screen | DTT-dependent redox cycling H2O2, phenol red/HRP absorbance; 100% = 100 µM peroxide control, 0% = buffer | activation, % at 10 µM | actives 0.03% (n = 200,000) | AID 878;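 active = activation of at least 50% relative to the plate's high and low controls in the primary single-dose screen; inactive = activation below 50%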;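 also: compound incubated with DTT at 0.8 mM final as the reducing agent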
* hit, by the source's call; / = no result given. Rule as the data show it, unless noted: active = inhibition above about 50%; inactive = the rest. No enrichment for hits (roughly 12% active in at least one column).

entry | Compound | RAM network inh | Lmaj promast | G6PDH CS | Diaphorase inh | Diaph act CS | PMI act satM6P | TLR4 MyD88 comp | PMI activator | Hsp70 act | S1P3 antagonist | DTT redox prof
1 | COCC(=O)N1CCN(c2nc3ccccc3o2)CC1 | 0.1 | -1 | -2 | -10 | 1.1 | 1 | -3 | 1 | 0.1 | -16 | -0.3
2 | C=CCNC(=O)NC(=O)COC(=O)CCCSc1nc2ccccc2[nH]1 | 1.1 | 0 | 8 | 4 | 1 | 1 | 19 | 1 | 1.3 | -19 | -0.6
3 | N#Cc1ccc(NC(=O)c2cc(-c3cccs3)on2)cc1 | 1.7 | -8 | 2 | -10 | 1.1 | 1.1 | -5 | 1.1 | -0.3 | -5 | 0.2
4 | CC(=O)N1CCN(CC(=O)Nc2ccccc2Sc2ccc(Cl)cc2)CC1 | 2.7 | 2 | 15 | -6 | 1.1 | 1.1 | 5 | 1 | -0.3 | -4 | -0.8
5 | Cc1ccc(NC(=O)c2ccc(F)cc2)cc1S(=O)(=O)N1CCCCCC1 | 12* | 49 | 4 | 0 | 1 | 0.9 | -4 | 0.9 | -0.2 | 1 | -1.5
6 | Fc1ccc2[nH]c3c(N4CCN(c5ccccc5)CC4)ncnc3c2c1 | 1.4 | 22 | -29 | 24 | 0.8 | 0.8 | -2 | 0.8 | -0.3 | / | -0.2
7 | COc1cc(CC(=O)OCC(=O)Nc2ccc(N3CCOCC3)cc2)cc(OC)c1OC | -0.4 | -4 | 2 | 17 | 0.8 | 0.5 | -10 | 1 | -0.3 | 7 | -0.6
8 | O=C(NCc1cccs1)C1CCCN(c2nc3ccccc3o2)C1 (stereo unspecified) | 1.0 | 1 | 8 | -10 | 1.1 | 1.1 | 4 | 1.1 | -0.3 | -33 | -0.1
9 | CCC1Oc2ccc(C)cc2N(CC(=O)NCCC2=CCCCC2)C1=O (stereo unspecified) | 2.7 | -4 | 7 | 13 | 0.9 | 0.9 | -11 | 0.9 | -0.2 | -26 | -1.4
10 | C=CCNc1nc(-c2ccccn2)nnc1-c1ccccc1 | 0.9 | 100* | 6 | 13 | 0.9 | 0.9 | 7 | 0.9 | -0.1 | / | -0.1
11 | Cc1nc(NC(=O)COC(=O)CCc2nc3ccccc3s2)c(Cl)cc1Cl | 3.0 | -5 | 4 | -3 | 1 | 1 | 1 | 0.9 | -0.2 | 2 | 0.3
12 | CC1(C)CC(=O)C=C(Nc2ccccc2O)C1 | 3.0 | 0 | 1 | 21 | 0.8 | 0.9 | -20 | 0.9 | -0.5 | -34 | -0.8
13 | O=[N+]([O-])c1ccc(S(=O)(=O)N2CCN(Cc3c[nH]c4ccccc34)CC2)cc1 | 1.8 | 11 | 2 | 19 | 0.8 | 0.9 | 6 | 0.8 | 0.2 | / | 1.1
14 | Cc1nc(S(=O)(=O)N2CCOCC2)c(C#N)c(C)c1Cl | 5.2 | 3 | 8 | 16 | 0.8 | 0.9 | -3 | 0.9 | 0.1 | -6 | -4.6
15 | O=C(c1cccs1)n1nc(-c2ccco2)nc1SCc1ccccc1 | 10* | -5 | 2 | 12 | 0.9 | 1 | 8 | 1 | -0.5 | / | 0.3
16 | CCCCCOC(=O)Cn1c(N2CCOCC2)nc2c1c(=O)[nH]c(=O)n2C | -0.3 | -2 | 1 | 15 | 0.9 | 1 | 5 | 1 | -0.1 | -19 | 0.0
17 | COCC(=O)Nc1nc(-c2ccccc2)ns1 | -0.2 | -4 | -3 | 4 | 1 | 1 | 0 | 1 | -0.2 | -4 | 1.0
18 | COc1cccc(NC(=O)NC2CCCc3ccccc32)c1 (stereo unspecified) | 8.8* | 14 | 8 | 10 | 0.9 | 1 | 2 | 0.9 | 0.3 | -15 | -1.5
19 | CCn1c(CSc2nnc(-c3ccoc3C)n2C)nc2cc(S(=O)(=O)N(C)C)ccc21 | 2.3 | -3 | / | / | / | / | -5 | / | 0.1 | -23 | 1.1
20 | C/C(=N\NC(=O)c1nn(C)cc1Cl)c1ccncc1 | 3.2 | 20 | 2 | 14 | 0.9 | 1 | 5 | 1 | -0.2 | 6 | -0.6
21 | CCOC(=O)c1sc(=NC(=O)c2cc(OC)c(OC)c(OC)c2)n(C)c1C | 3.4 | -1 | 5 | -22 | 1.2 | 1.1 | -1 | 1.2 | -0.5 | 7 | 0.0
22 | O=C(c1ccccc1Cl)N1N=C(c2ccc(Br)cc2)CC1c1nc2ccccc2[nH]1 (stereo unspecified) | 2.2 | 20 | 4 | 5 | 0.9 | 1 | 6 | 0.9 | -0.1 | / | 15
23 | COC(=O)c1c2c(nc3ccccc13)CCC2 | 0.7 | 1 | 1 | 18 | 0.8 | 1 | 1 | 0.8 | -0.5 | / | 0.2
24 | O=C(c1ccc(Cl)c(S(=O)(=O)N2CCCC2)c1)N1CCN(c2ccc(F)cc2)CC1 | 0.2 | 6 | 0 | 16 | 0.8 | 1.2 | 10 | 1.3 | -0.3 | -11 | -1.8
25 | CCCNC(=O)NNC(=O)c1ccc(F)cc1 | 1.9 | -5 | 3 | 0 | 1 | 1.1 | -1 | 1.1 | -0.3 | -6 | 0.7

5 entries picked at random from those above:
entry | Compound | RAM network inh | Lmaj promast | G6PDH CS | Diaphorase inh | Diaph act CS | PMI act satM6P | TLR4 MyD88 comp | PMI activator | Hsp70 act | S1P3 antagonist | DTT redox prof
14 | Cc1nc(S(=O)(=O)N2CCOCC2)c(C#N)c(C)c1Cl | 5.2 | 3 | 8 | 16 | 0.8 | 0.9 | -3 | 0.9 | 0.1 | -6 | -4.6
13 | O=[N+]([O-])c1ccc(S(=O)(=O)N2CCN(Cc3c[nH]c4ccccc34)CC2)cc1 | 1.8 | 11 | 2 | 19 | 0.8 | 0.9 | 6 | 0.8 | 0.2 | / | 1.1
15 | O=C(c1cccs1)n1nc(-c2ccco2)nc1SCc1ccccc1 | 10* | -5 | 2 | 12 | 0.9 | 1 | 8 | 1 | -0.5 | / | 0.3
6 | Fc1ccc2[nH]c3c(N4CCN(c5ccccc5)CC4)ncnc3c2c1 | 1.4 | 22 | -29 | 24 | 0.8 | 0.8 | -2 | 0.8 | -0.3 | / | -0.2
19 | CCn1c(CSc2nnc(-c3ccoc3C)n2C)nc2cc(S(=O)(=O)N(C)C)ccc21 | 2.3 | -3 | / | / | / | / | -5 | / | 0.1 | -23 | 1.1

The list goes on.
entry | Compound | RAM network inh | Lmaj promast | G6PDH CS | Diaphorase inh | Diaph act CS | PMI act satM6P | TLR4 MyD88 comp | PMI activator | Hsp70 act | S1P3 antagonist | DTT redox prof
26 | O=C(CSc1nc2[nH]ncc2c(=O)[nH]1)N1CCCC1 | 0.0 | -5 | -2 | 8 | 0.9 | 1.1 | -4 | 1 | -0.3 | 2 | 4.0
27 | O=S(=O)(c1ccc(Oc2ccc(S(=O)(=O)N3CCOCC3)cc2)cc1)N1CCOCC1 | 0.8 | 2 | 9 | 27 | 0.7 | 0.9 | -13 | 0.9 | 0.0 | 11 | -0.3
28 | NC(=O)c1ccsc1NC(=O)CSc1nc2ccccc2c(=O)n1CCCO | 8.9* | 3 | -20 | 9 | 0.9 | 0.9 | 1 | 0.9 | 0.2 | -4 | -1.4
29 | CC(=O)Nc1ccc(CN2CCCCCCC2)cc1 | 1.6 | -6 | 2 | 6 | 0.9 | 1.1 | -5 | 1 | -0.1 | -43 | 0.4
30 | Cc1cc(C(F)(F)F)c(C#N)c(SCC(=O)NC(C)(C)C)n1 | 0.7 | -1 | 6 | 7 | 0.9 | 1 | 4 | 0.9 | -0.5 | -9 | -0.2
31 | Nc1nc2ncc(-c3ccsc3)c(N)n2n1 | 0.2 | 2 | 2 | 10 | 0.9 | 1.1 | 3 | 1.1 | 0.1 | -13 | -0.1
32 | CCOC(=O)C1=C(C)NC(C)=C(C(=O)OCC)C1C(=O)OCC(=O)N(CC)C1CCS(=O)(=O)C1 (stereo unspecified) | 0.2 | -2 | 1 | 9 | 0.9 | 1 | 2 | 1 | 0.0 | 1 | -0.8
33 | O=C(CCN1C(=O)C2C3CCC(C3)C2C1=O)Nc1ccccc1C(F)(F)F (stereo unspecified) | 0.6 | -1 | 1 | 3 | 1 | 1 | -10 | 1 | -0.2 | -5 | -0.2
34 | COc1cccc(CN2CCNC(=O)C2CC(=O)N2CCCCO2)c1OC (stereo unspecified) | 0.3 | -8 | 11 | 2 | 1 | 0.6 | -13 | 0.9 | -0.3 | -2 | -0.7
35 | O=C(CS(=O)(=O)c1cn(CC(=O)N2CCOCC2)c2ccccc12)Nc1ccccc1 | 0.0 | -12 | -4 | 11 | 0.9 | 1.1 | 4 | 1.1 | -0.1 | 6 | 0.3
36 | COc1ccc(-n2c(C)cc(C(=O)COC(=O)c3cc(OC)c(OC)cc3NC(=O)c3cccs3)c2C)cc1 | 3.7 | 1 | 12 | 14 | 0.9 | 1 | -5 | 1 | -0.4 | -9 | 0.4
37 | Cn1cc(CN(CCCN2CCOCC2)C(=S)Nc2cccc(Cl)c2)c2ccccc21 | 4.6 | 80* | -4 | 23 | 0.8 | 1 | 13 | 0.9 | -0.3 | -10 | -0.2
38 | Cc1cc(C)nc(N2CCCC(C(=O)Nc3ccc4c(c3)OCCO4)C2)n1 (stereo unspecified) | 3.1 | -8 | 14 | 12 | 0.9 | 1 | 5 | 1.1 | 0.1 | -9 | -0.1
39 | C/C=C/Cn1c(Br)nc2c1c(=O)[nH]c(=O)n2C | 2.5 | -2 | -7 | 7 | 0.9 | 1 | 13 | 1 | -0.3 | -7 | 1.4
40 | Cc1ccc(/C(O)=C2/C(=O)C(=O)N(CCCn3ccnc3)C2c2ccccn2)cc1 (stereo unspecified) | 0.0 | -3 | 10 | 1 | 1 | 1 | -2 | 1.1 | -0.1 | / | -1.3
41 | CN(C)Cc1ccccc1Sc1cccc2ccccc12 | 1.4 | 97* | 0 | 13 | 0.9 | 0.7 | -5 | 1.1 | -0.5 | -5 | 0.7
42 | COc1ccccc1NC(=O)c1ccc(NS(=O)(=O)c2ccc(F)c(Cl)c2)cc1 | 2.2 | 46 | -13 | 22 | 0.8 | 0.9 | -2 | 0.8 | 0.1 | 1 | -0.6
43 | O=C1CCCc2oc3ccc(O)cc3c21 | -0.2 | 0 | 8 | 10 | 0.9 | 0.9 | -8 | 0.9 | -0.5 | / | -0.3
